Screens deposited in PubChem by National Center for Advancing Translational Sciences (NCATS).
Nrf2 activator: activates Nrf2 signaling | AREc32 ARE-luciferase reporter (MCF7-derived line), luminescence, 24 h | Potency, µM (series often up to 46.1 µM), inactives show at the highest dose activation, usual class: activators | 410,000 tested, 0.31% active; note: potency is the fitted concentration of half-maximal effect; % of control where 0% means no effect; nearly all actives have a fitted effect of over 65% in size
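Reporter line AREc32 (ARE-Fluc), seeded overnight in OPTI-MEM with 5% FBS; compound pin-transferred, 24 hr at 37 deg C, 5% CO2; luminescent read-out.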
HepG2 viability: kills HepG2 cells in TGF-b inhibitor counter-screen; 410,000 tested, 0.76% active; AID 588856; HepG2 CAGA-GFP viability, ATP luminescence, 18 h; Potency, µM (highest dose often 46.1 µM), for the others: top-dose activity change, negative = cytotoxicity, hits mostly cytotoxic; note: potency is the fitted concentration of half-maximal effect; some results filed as inactive show a strong effect at the top dose
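HepG2 CAGA-GFP cells (1000/well, DMEM with 1% FBS) received compound, then TGF-beta at 500 pg/mL final, and were incubated 18 hours at 37 degrees C. Viability was read by CellTiter-Glo luminescence. Media-only wells were set as complete cell-killing and DMSO as no toxicity.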
A549 tox: kills or reduces viability of A549 cells in Nrf2 counter-screen | A549 ARE-Fluc cells, CellTiter-Fluor viability, 18-24 h | Potency, µM (doses to about 46 µM), inactives show at the top dose activity change, negative = cytotoxicity, hits mostly inhibitors | 390,000 tested, 0.16% active; note: potency is the fitted concentration of half-maximal effect; % is set by controls: 0 for no effect and ±100 for the full control effect
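A549 ARE_Fluc cells in 5% FBS OPTI-MEM were exposed to compounds in concentration-response for 18-24 h at 37 deg C. Viability was read by CellTiter-Fluor fluorescence (Ex 405/Em 525) after 30 min, before the luciferase read.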
Nrf2 block: blocks Nrf2 signaling; A549 ARE-Fluc reporter, luciferase luminescence, 18-24 h; Potency, µM (top dose mostly 46 µM), for inactives: top-dose activity change, negative = inhibition, usual class: inhibitors; 360,000 tested, 2.1% active; AID 504444; note: potency is the fitted concentration of half-maximal effect; % is set by controls: 0 for no effect and ±100 for the full control effect; nearly all actives have a fitted effect of over 60% in size
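Nrf2 activity is the BugLite luminescence, read 15 min after reagent at room temperature, following CellTiter-Fluor cytotoxicity readout (30 min, 37C). Compound titrations were applied for 18-24 h to 5000 A549 ARE_Fluc cells/well in 5% FBS OPTI-MEM.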
MCF10A rerep: inducers of DNA re-replication in MCF 10A breast cells; MCF 10A DNA re-replication, Hoechst nuclear intensity, 48 h; 350,000 tested, 2.9% active; Potency, µM (highest dose often 46.1 µM), without a hit: at the highest dose activity, positive = re-replication, most hits filed as activators; note: potency is the fitted concentration of half-maximal effect; % of control where 0% means no effect; nearly all actives have a fitted effect of over 50% in size
TGFb inhibitor: TGF-b pathway inhibition. HepG2 CAGA-GFP TGF-b/SMAD3 reporter, GFP fluorescence, 18 h; TGF-beta stimulated, 500 pg/mL final. Potency, µM (doses to about 46.1 µM), for the others: at the top dose activity, negative = inhibition, hits mostly inhibitors. 410,000 tested, 1.2% active; note: potency is the fitted concentration of half-maximal effect; % is set by controls: 0 for no effect and ±100 for the full control effect; nearly all actives have a fitted effect of over 65% in size
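Read-out: total well GFP (ex488/em500-530) summed from mean per-cell fluorescence. Cells: HEPG2 CAGA-GFP, 1% FBS DMEM, 18 h at 37 degrees C with 500 pg/mL final TGF-beta. Unstimulated wells served as the full-inhibition control; stimulated DMSO wells = 0%.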
ATXN2 expr inh: inhibitors of ATXN2 expression. HEK-293 ATXN2-luciferase reporter, luminescence, 24 h. Potency, µM (highest dose often 57 µM), without a hit: top-dose activity change, negative = inhibition, usual class: inhibitors. 360,000 tested, 0.72% active; note: potency is the fitted concentration of half-maximal effect; % is set by controls: 0 for no effect and ±100 for the full control effect; nearly all actives have a fitted effect of over 55% in size
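ATXN2-luciferase reporter cells (luciferase flanked by upstream and downstream ATXN2 gene portions) were treated 24 h at 37 °C with compounds at up to 57 uM. SteadyGlo luminescence gave expression; GF-AFC fluorescence gave viability.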
IL-1B inflam inh: blocks inflammasome-driven IL-1 beta release; AID 743279; THP-1 LPS/ATP IL-1B secretion, AlphaLISA, 16 h; hits give low values; 360,000 tested, 4.7% active; activity change, % at 57.5 µM; in the data active = activity change below about -50%; inconclusive = mostly about -30% to -49%; note: % is set by controls: 0 for no effect and ±100 for the full control effect
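THP-1 cells pretreated 1 hr with compounds (up to 57.5 uM final), then stimulated with LPS (250 ng/mL final) plus ATP (1.25 mM final); secreted IL-1B measured by AlphaLISA after 16 hr, decreased signal indicating inhibition.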
ATXN viability: reduces viability in counter-screen for ATXN expression inhibitors | Potency, µM (doses to about 56.7 µM), actives largely listed as cytotoxic | 400,000 tested, 0.49% active | S2 cells (HEK-293 line with an ATXN2-luciferase reporter) viability, CellTiter-Fluor protease fluorescence, 24 h; note: potency is the fitted concentration of half-maximal effect; nearly all actives have a fitted effect of over 40% in size
* marks the source's active call; other numbers are inactive results; i = inactive; ? = inconclusive; nt = no result given; [ ] = dose if it differs, or a comment. Unless noted, calls come from the whole dose curve; as a rule, active = well fitted curve in the direction sought with a large enough effect; inconclusive = small, poorly fitted or top-dose-only effect, or another doubt; inactive = no such curve, though single readings can be large; an effect the other way counts as inactive or inconclusive. Rows are unselected. About 8.8% of those tested had a hit in this group.

item	smiles	Nrf2 activator	HepG2 viability	A549 tox	Nrf2 block	MCF10A rerep	TGFb inhibitor	ATXN2 expr inh	IL-1B inflam inh	ATXN viability
1	CCC1C(=O)Nc2nc(-c3ccccc3)c(-c3ccccc3)n2N=C1C (stereo not given)	2.6%	-22.7%	-0.9%	nt	10.0%	0.0%	-2.9%	-11.4	i
2	CCOc1ccc(NC(=S)N2c3ccccc3CC2C)cc1 (stereo not given)	2.9%	-1.1%	5.6%	0.5%	2.7%	-8.7%	-3.3%	3.5	i
3	Cc1ccc(OCc2nnc(SCC(=O)c3cccs3)n2-c2ccccc2)cc1C	0.3%	-1.5%	-9.3%	?	3.4%	-29.9%	-10.6%	-17.4	i
4	Cc1ccc(S(=O)(=O)CCC(=O)OCC(=O)NNC(=O)c2ccc([N+](=O)[O-])cc2)cc1	0.2%	-39.5%	-1.2%	-13.6%	10.3%	-11.7%	5.0%	23.5	i
5	CSc1cccc(NC(=O)CCc2ccccc2)c1	0.8%	10.2%	0.7%	18.0%	2.4%	2.1%	25.5%	?	i
6	CCN(CC(=O)NCc1cccs1)C(=O)COc1ccc(C(C)=O)cc1	1.8%	7.9%	1.8%	2.0%	-1.7%	6.7%	2.5%	0.0	i
7	O=C(O)c1ccccc1-n1c(-c2ccccc2)cc2c1CCCC2=O	0.0%	5.3%	3.5%	3.9%	8.4%	-9.5%	7.3%	22.2	i
8	CC(NCC1(N2CCOCC2)CCCCC1)C(=O)Nc1ccc(Cl)cc1Cl (stereo not given)	-0.3%	-0.6%	1.6%	0.7%	6.3%	-0.1%	-2.2%	-14.7	i
9	CCCC(C)C(=O)NCc1ccc2c(c1)OCO2 (stereo not given)	-1.0%	-0.4%	-8.0%	15.2%	-4.3%	1.3%	-1.4%	21.5	i
10	Cc1ncc2c(c1OC(=O)c1ccccc1)COC(C)(C)OC2	-0.6%	9.7%	-3.3%	24.8%	11.4%	?	9.2%	14.2	i
11	CN(C(=O)c1ccc(NC(=O)Cc2cccc(NC(=O)C3CCCN(C(=O)C4CC4)C3)c2)cc1)C1CC1 (stereo not given)	0.3%	-0.3%	-1.9%	?	?	32.3%[activator]	0.1%	12.6	i
12	CCN1CCN(C(C(=O)NC2CCCCC2)c2ccc(Cl)cc2)CC1 (stereo not given)	0.2%	-22.1%	13.4%	-1.4%	-4.0%	-0.4%	-11.7%	-27.3	i
13	CN(C)CCCN(C(=O)c1ccc(S(=O)(=O)N2CCc3ccccc32)cc1)c1nc2ccc(F)cc2s1	4.4%	-52.6%	-21.0%	-10.0%	6.0%	?	?	-81.1*	i
14	O=C(Cc1coc2ccc3ccccc3c12)NC1CCCc2ccccc21 (stereo not given)	2.7%	-21.1%	-1.5%	1.9%	?	-23.3%	-14.1%	-8.2	i
15	Cc1ccc(C2(C)NC(=O)N(CC(=O)Nc3c(C)n(C)n(-c4ccccc4)c3=O)C2=O)cc1 (stereo not given)	-0.3%	9.7%	-11.8%	13.7%	?	-2.0%	3.7%	11.3	?
16	CCS(=O)(=O)c1cc([N+](=O)[O-])c(Sc2ccccc2NC(C)=O)s1	-0.6%	-15.8%	-18.7%	?	?	-13.0%	10.9%	-18.5	i
17	CS(=O)(=O)N(CC(=O)Nc1cccc([N+](=O)[O-])c1)c1ccccc1F	?	-10.5%	-6.6%	3.7%	3.8%	-19.4%	nt	-6.3	i
18	C=CCNc1oc(COc2ccc(C)cc2)nc1C#N	4.5%	-2.9%	7.6%	22.0%	8.6%	11.1%	34.5%[activator]	?	i
19	Cc1csc(SCC(=O)Nc2c(C)n(C)n(-c3ccccc3)c2=O)n1	0.4%	2.6%	-2.8%	-9.9%	-7.7%	-1.6%	-18.0%	3.7	i
20	O=C(Nc1nc2c(Cl)cccc2s1)c1ccc(Br)o1	?	-21.2%	3.5%[1.84 µM]	10.2%	4.0%	0.6%	34.8%	-18.1	i
21	CN(C)S(=O)(=O)c1ccc(C(=O)Nc2ccc(OCC(=O)N3CCOCC3)cc2)cc1	1.8%	-8.5%	-1.3%	2.9%	15.0%	5.8%	4.9%	22.2	i
22	Cc1c(C(=O)N2CCCCC2)c(S(=O)(=O)NCCc2ccc(S(N)(=O)=O)cc2)c(C)n1C	-0.2%	2.7%	1.8%	?	-1.9%	2.8%	5.4%	10.9	i
23	Brc1ccccc1-c1nnc(COc2ncnc3c2cnn3-c2ccccc2)o1	-0.3%	-21.5%	?	?	?	?	-5.6%	0.0	i
24	Cc1cnc(NC(=O)C2CC(=O)N(c3cccc(Cl)c3)C2)s1 (stereo not given)	-0.1%	1.78µM*	?	2.06µM*	?	?	0.562µM*	-17.1	?
25	Cc1ccc(-c2cc(C(=O)NCc3ccccn3)c3ccccc3n2)cc1	16.5%	-34.5%	3.5%	26.1%	?	-0.3%	36.2%[activator]	-19.2	i
26	O=C(Nc1cc([N+](=O)[O-])ccc1Cl)c1cccnc1	-0.5%[9.22 µM]	1.3%	0.4%	0.2%	-10.9%	1.6%	4.4%	-25.2	i
27	O=c1c2c(nc3nc(SCc4ccccc4)[nH]n13)CCC2	0.2%	2.3%	-5.6%	?	0.8%	-14.6%	-9.5%	18.9	i
28	COc1cccc(C(=O)N2CCN(c3ccccn3)CC2)c1	-0.7%	0.8%	-0.9%	7.1%	?	-14.2%	-3.1%	-2.9	?
29	CC(C)c1ccc(Nc2ccc(C(=O)O)cc2[N+](=O)[O-])cc1	2.9%	-25.3%	-16.4%	?	-1.7%	?	14.6%	31.9	i
30	CC(C)(O)C#Cc1ccccc1C(=O)NC(CC(N)=O)C(=O)O (stereo not given)	-0.4%	1.1%	0.3%	nt	3.2%	1.4%	3.8%	16.9	i
31	Cc1cc(F)cc(-c2cc(C(=O)NCC3CCCCC3)[nH]n2)c1	1.2%	-15.5%	nt	nt	nt	-1.8%	3.4%	-9.3	i
32	COc1ccc(/C=N\N2CCN(Cc3ccccc3Cl)CC2)cc1	4.3%	-2.5%	15.4%	10.9%	7.3%	0.5%	nt	2.4	?
33	CC(C)(C)c1ccc(/C=C2/SC(N3CCCC3)=NC2=O)cc1	7.2%	-3.1%	-12.2%	?	-0.6%	?	-7.2%	nt	i
34	Cc1cccc(C)c1OCC(=O)N(Cc1cccs1)C1CCS(=O)(=O)C1 (stereo not given)	-0.2%	0.7%	16.7%	-1.5%	3.0%	-1.7%	?	-1.9	i
35	CN(C)S(=O)(=O)c1cccc(C(=O)C2=C3SC=C(c4ccccc4)N3CC2)c1	2.7%	-20.1%	-8.9%	11.4%	-0.2%	3.0%	-23.5%	6.7	?
36	COCCSc1nnc(NS(=O)(=O)c2ccc(F)cc2)s1	-0.4%[9.22 µM]	0.0%	-0.8%	-5.1%	-12.1%	4.5%	-9.2%	5.9	i
37	CCCCN1C(=O)CN(C2CCCCCC2)C(=O)C1c1ccc(OCC)c(OC)c1 (stereo not given)	0.5%	-1.2%	-2.7%	nt	nt	2.2%	nt	nt	nt
38	O=C(CSc1nnnn1-c1ccc(F)cc1)c1ccc(O)c(O)c1	6.3%	-16.7%	-15.1%	?	3.5%	-12.1%	1.6%	37.4	i
39	COc1ccc(/C=N/NC(=O)c2ccc(CN3c4cccc5cccc(c45)S3(=O)=O)cc2)cc1	2.8%	-0.9%	3.0%	-9.2%	15.7%	2.4%	6.4%	16.7	i
40	O=[N+]([O-])c1ccc(-c2c(-c3ccccc3)ncc3ccc(F)cc23)cc1	16.0%	-33.0%	-1.8%	10.9%	?	-20.2%	70.7%[activator]	13.2	i
41	O=C1NC(=O)C2(CCCCCCC2)N1	-0.6%	20.8%	-3.4%	-0.3%	-17.6%	2.1%	-6.0%	13.2	i
42	CN1C(=C2C(=O)OC(C)(C)OC2=O)Sc2ccccc21	-0.9%	-2.0%	-1.8%	-4.1%	4.5%	-10.2%	4.7%	-0.6	i
43	CCN(CCCNC(=O)CCC(=O)N1CCOc2ccccc21)Cc1ccccc1	5.4%	33.9%	-2.2%	-3.5%	4.0%	24.7%	-11.9%	-7.1	i
44	Cc1c(NC(=O)c2cc(-c3cccc(O)c3)on2)c(=O)n(-c2ccccc2)n1C	0.2%	1.1%	6.3%	-2.6%	nt	-2.1%	10.5%	nt	i
45	Cc1ccc(C(=O)NC(=C(Cl)Cl)S(=O)(=O)c2ccc(C)cc2)cc1	11.2µM*	-32.4%	-12.6%	-0.5%	13µM*	9.9%	-33.5%	-103.9*	i
46	Cc1nc(NC(=O)c2cc3c(s2)CCCCC3)sc1C(=O)N(C)C	-0.1%	-18.7%	-17.0%	9.9%	0.9%	14.2%	34.3%[activator]	-53.5*	?
47	CCCCn1cc(S(=O)(=O)c2cc(C)ccc2C)c(=O)c2cc(F)c(N3CCC(C)CC3)cc21	0.0%	-15.5%	-4.2%	0.8%	nt	-19.9%	nt	nt	nt
48	COCCN(C(=O)CSc1n[nH]c(-c2ccccc2)n1)c1c(N)n(CC(C)C)c(=O)[nH]c1=O	-0.2%	-14.2%	5.4%	-8.0%	7.4%	2.4%	-8.4%	1.7	i
